# LRH-1 inv ag: NR5A2 inverse agonism in reporter assay | AID 602396 | O00482 | 360,000 tested, 0.13% active | inhibition, % at 3.6 µM | HEK293T StAR-luciferase reporter, LRH-1 transfected, 24 h;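 active = inhibition above the mean inhibition of all tested compounds plus 3 SD, cut at about 73% in these data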;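 also: 0% = DMSO wells and 100% = reporter-only cells lacking LRH-1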
# NCOA2 inhibitor: inhibits human steroid receptor coactivator 2; Q15596; HEK293 GAL4-SRC2 luciferase reporter, luminescence; inhibition, % at 9 µM; 370,000 tested, 0.17% active; AID 651957;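 active = inhibition above the mean inhibition of all tested compounds plus 3 SD, set per campaign, cut at about 52% in these data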;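 also: 0% = DMSO treated cells and 100% = cells given Gossypol at 36 µM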
# ABHD5 PLIN5 PPI: blocks binding of human ABHD5 to perilipin-5 | Q00G26+Q8WTS1 | 360,000 tested, 0.78% active | AID 602281 | inhibition, % at 4 µM | Split G. princeps luciferase complementation, luminescence, 4 h;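 active = inhibition above the mean inhibition across every tested compound plus 3 SD, cut at about 22% in these data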;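 also: 0% = DMSO only wells and the 100% control is not disclosed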
# TLR9-MyD88 inh: TLR9-MyD88 interaction inhibition | inhibition, % at 4.98 µM | 340,000 tested, 0.21% active | CHO BLA complementation TLR9-MyD88, CCF4 FRET ratio;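 active = inhibition above the mean over all tested compounds plus 3 SD, cut at about 21% in these data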;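 also: 0% = DMSO only wells and 100% = clavulanate BLA inhibitor control wells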
# NCOA1 inh: human NCOA1 inhibition; Q15788; HEK293 GAL4-SRC1 luciferase reporter, luminescence; inhibition, % at 3.6 µM; 360,000 tested, 0.12% active; AID 588354;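 active = inhibition above the campaign mean plus 3 SD, with each screening campaign given its own cutoff, cut at about 60% in these data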;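 also: 0% = DMSO treated cells and 100% = gossypol at 36 µM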
# TWEAK-Fn14 inh: TWEAK-Fn14 signaling inhibition; AID 1159606; TWEAK-stimulated Fn14 reporter cells, luciferase luminescence, 8 h; 360,000 tested, 2% active; inhibition, % at 10 µM; in the data active = inhibition above about 50%
# NR2F2 inh: inhibitors of human COUP-TFII (NR2F2) | P24468 | 370,000 tested, 0.7% active | inhibition, % at 8.6 µM | HEK293T NGFI-A luciferase reporter, luminescence;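 active = inhibition above a per-plate cutoff, mean inhibition of test wells between control levels plus 3 SD, cut at about 38% in these data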;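 also: cells cotransfected with COUP-TFII expression vector driving the NGFI-A reporter; 0% = median of COUP-TF2 test wells and 100% = reporter-only cells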
# Target sequence (P24468 whole entry, looked up): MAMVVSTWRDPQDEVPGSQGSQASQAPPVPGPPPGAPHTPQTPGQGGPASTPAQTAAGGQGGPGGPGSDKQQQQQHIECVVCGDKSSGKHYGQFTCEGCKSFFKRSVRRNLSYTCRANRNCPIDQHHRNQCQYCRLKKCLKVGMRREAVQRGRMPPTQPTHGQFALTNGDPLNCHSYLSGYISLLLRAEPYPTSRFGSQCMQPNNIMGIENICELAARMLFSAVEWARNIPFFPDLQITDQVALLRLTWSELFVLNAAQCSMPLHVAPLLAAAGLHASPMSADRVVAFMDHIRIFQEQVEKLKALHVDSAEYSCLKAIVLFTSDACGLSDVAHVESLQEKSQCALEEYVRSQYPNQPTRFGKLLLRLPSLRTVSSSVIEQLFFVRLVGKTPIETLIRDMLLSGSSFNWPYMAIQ
# Exocytosis inh: blocks lytic granule exocytosis; TALL-104 LAMP-1 surface exposure, flow cytometry; cells stimulated with thapsigargin and PMA; inhibition, % at 10 µM; 360,000 tested, 0.66% active; AID 651702;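 active = inhibition above about 55%, limit read from the data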
# SRC3 inh: human NCOA3 inhibition | Q9Y6Q9 | HEK293 GAL4-SRC3 luciferase reporter, luminescence | inhibition, % at 3.6 µM | 360,000 tested, 0.17% active | AID 588352;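 active = inhibition above a per-campaign cutoff, the mean of all compounds plus 3 SD, cut at about 60% in these data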;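 also: 0% = DMSO-treated cells and 100% = gossypol-treated cells at 36 µM; higher means less SRC3-driven luciferase light from the GAL4 reporter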
# TROY signal inh: TROY signaling inhibition; Q293 LMP1-TROYcd NF-kB luciferase reporter, 4 h; inhibition, % at 10 µM; 360,000 tested, 0.98% active; AID 1347056;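 active = compounds whose plate-normalised and pattern-corrected inhibition of the luciferase reporter signal at the single screening dose is 50% or more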
# NOD2 RIPK2 PPI: blocks binding of human NOD2 to RIPK2. O43353. CHO BLA complementation NOD2-RIPK2, CCF4 ratio. AID 624267. 360,000 tested, 0.38% active. inhibition, % at 4.98 µM; in the data active = inhibition above about 21%;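 also: 0% = vehicle only and 100% = reference blocker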
# Target sequence (O43353 whole entry, looked up): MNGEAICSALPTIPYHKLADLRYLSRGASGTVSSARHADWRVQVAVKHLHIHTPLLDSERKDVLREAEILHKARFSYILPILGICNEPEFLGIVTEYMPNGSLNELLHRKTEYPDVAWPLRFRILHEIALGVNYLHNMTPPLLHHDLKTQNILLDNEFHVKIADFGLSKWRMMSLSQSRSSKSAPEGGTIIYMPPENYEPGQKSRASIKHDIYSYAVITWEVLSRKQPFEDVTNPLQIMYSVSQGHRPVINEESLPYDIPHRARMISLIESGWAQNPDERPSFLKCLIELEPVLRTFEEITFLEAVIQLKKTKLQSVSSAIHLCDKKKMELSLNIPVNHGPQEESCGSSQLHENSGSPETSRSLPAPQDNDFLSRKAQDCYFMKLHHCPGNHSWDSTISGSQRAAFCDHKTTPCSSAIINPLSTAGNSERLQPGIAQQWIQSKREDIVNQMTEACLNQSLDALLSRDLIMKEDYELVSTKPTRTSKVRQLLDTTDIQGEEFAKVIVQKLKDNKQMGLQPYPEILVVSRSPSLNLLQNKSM
# Starred values were filed as active, the others as inactive; / = no result given.
SMILES,LRH-1 inv ag,NCOA2 inhibitor,ABHD5 PLIN5 PPI,TLR9-MyD88 inh,NCOA1 inh,TWEAK-Fn14 inh,NR2F2 inh,Exocytosis inh,SRC3 inh,TROY signal inh,NOD2 RIPK2 PPI
CC1(C)CC(=O)C2=C(C1)OC(N)=C(C#N)C2c1cn(-c2ccccc2)nc1-c1ccc(F)cc1 (stereo unspecified),-11,6,0,-4,-84,8,6,9,-16,-2,3
CCOC(=O)c1ccccc1NC(=O)C=C(C)C,9,-21,3,-1,4,15,-12,0,16,-2,-11
CC1CCc2c(sc(NC(=O)c3nc4ncccn4n3)c2C#N)C1 (stereo unspecified),-31,20,-1,3,-14,28,12,0,-9,-51,-6
Cc1ccc(-c2cn3nc(C)c(C)nc3n2)cc1,-161,31,2,12,-76,-9,15,-3,-93,0,6
Cc1c(Cl)cccc1NC(=O)C(=O)NNC(=O)c1ccccc1F,9,-2,-1,-3,1,14,12,-4,9,-10,-4
Nc1nnc(SCC(=O)Nc2cccc3ccccc23)s1,-1,-12,3,-8,-50,1,6,-15,4,-27,-1
CCCN1CCN(CCCNC(=O)c2cc3c(=O)oc4ccc(C)cc4c3s2)CC1,3,0,1,-1,-18,-14,-8,-2,13,5,-5
Cc1nc(CCNC(=O)CC2C(=O)NCCN2CC(C)C)nc2c1CCC2 (stereo unspecified),8,-21,-5,6,-1,3,-6,-9,2,-8,-5
CN(C)C(=O)COC(=O)c1ccccc1OCC(=O)Nc1ccc(SC(F)F)cc1,13,-11,-11,-7,2,-5,1,0,14,-1,6
COC(=O)C1=C(O)/C(=C/c2cccc(OC)c2O)N=C1C,9,-35,3,0,-33,-12,-11,1,-20,-48,-11
COc1ccc2nc(C)cc(N3CCOCC3)c2c1,-4,9,-4,-16,4,-10,11,-2,0,-12,7
O=C(NCCc1ccc(Cl)cc1)C1CCN(C(=O)c2ccc(F)cc2)CC1,6,-6,-2,1,0,20,10,-9,15,16,6

# 3 of the entries above in order of the LRH-1 inv ag value, falling:
mol	LRH-1 inv ag
O=C(NCCc1ccc(Cl)cc1)C1CCN(C(=O)c2ccc(F)cc2)CC1	6
CC1(C)CC(=O)C2=C(C1)OC(N)=C(C#N)C2c1cn(-c2ccccc2)nc1-c1ccc(F)cc1 (stereo unspecified)	-11
CC1CCc2c(sc(NC(=O)c3nc4ncccn4n3)c2C#N)C1 (stereo unspecified)	-31

# Following part.
SMILES,LRH-1 inv ag,NCOA2 inhibitor,ABHD5 PLIN5 PPI,TLR9-MyD88 inh,NCOA1 inh,TWEAK-Fn14 inh,NR2F2 inh,Exocytosis inh,SRC3 inh,TROY signal inh,NOD2 RIPK2 PPI
Cc1cc(C)n(CCNC(=O)c2cc(COc3ccc4ncccc4c3)on2)n1,19,25,-3,8,2,9,23,-2,12,13,1
CCOC(=O)C1CCN(Cc2cn[nH]c2-c2ccc(C)cc2)CC1,-13,-7,3,-4,-4,-12,-22,1,-7,-11,5
CCOc1ccc(C(C)NC(=O)Cc2ccccc2F)cc1OCC (stereo unspecified),10,4,-3,-3,9,-24,3,5,8,2,-16
Cc1ccc(C2c3[nH]c4ccccc4c3C[C@H]3C(=O)N(c4ccccc4C(=O)N4CCC[C@@H]4C(=O)O)C(=O)N23)cc1 (stereo partly specified),9,-12,-8,-9,-16,0,17,0,4,-9,3
CC(OC(=O)C1CC(=O)N(Cc2ccco2)C1)C(=O)Nc1ccccc1[N+](=O)[O-] (stereo unspecified),2,-27,1,-9,9,13,-1,3,0,-19,5
COc1ccccc1NC(=O)Nc1nc(C(N)Cc2ccc(Cl)cc2)cs1 (stereo unspecified),-9,-1,-8,/,-11,10,7,0,5,16,7
CCN(C(=O)COc1cccc2cccnc12)C1CCS(=O)(=O)C1 (stereo unspecified),9,-5,-1,-2,-12,9,-12,1,4,-9,-3
C/C(=N\Nc1nc(N2CCCCCC2)nc(N2CCCCCC2)n1)c1ccccc1,2,17,-2,-3,6,-1,-10,-2,-1,-9,-15
Cc1cc(C)c2c(N=NN3CCCCC3)[nH]nc2n1,-21,-46,10,17,-20,1,-10,-1,8,-47,-2
O=C(NNc1cc(C(F)(F)F)nc2ccccc12)Nc1cccc(Cl)c1,4,20,-2,-5,-15,5,7,10,10,16,-6
O=C(CS(=O)CC(=O)N(c1ccccc1)C(C(=O)NC1CCCCC1)c1ccco1)Nc1ccc(F)cc1 (stereo unspecified),1,-23,0,0,-8,40,-3,-2,16,-11,-13
Cc1ccc(NC(=O)COc2ccc(N3CC(C(N)=O)CC3=O)cc2)c(C)c1 (stereo unspecified),20,-16,-3,8,8,-10,-10,-14,6,4,3
C1CCN=C(Nc2nn[nH]n2)CC1,4,-10,0,4,-23,0,9,3,0,13,-4
NS(=O)(=O)c1ccc(N/N=C/c2cn(-c3ccccc3)nc2-c2ccccc2)c([N+](=O)[O-])c1,17,-19,-2,4,-18,-21,5,-4,4,32,-1
Cc1cccc(/C(N)=N/OC(=O)COc2ccccc2Cl)c1,-37,-15,-5,-5,-34,-65,-23,-8,1,-37,-1
COC(=O)COc1cccc2c(=O)n(CC(=O)NCCc3ccccc3)ccc12,0,-19,1,-27,-21,1,18,0,2,3,-4
CC(=O)c1cn(C2OC(CO)C3OC(C)(C)OC32)c(=O)n(C)c1=O (stereo unspecified),14,-9,-9,/,19,7,-11,-3,11,-7,-2
CCOC(=O)C(=O)Nc1nnc(SCc2ccc(F)cc2)s1,9,-5,0,-5,9,8,-7,4,-7,7,-5
Cc1ccc(NC(=O)/C(=C\c2ccc([N+](=O)[O-])cc2)NC(=O)c2ccccc2)cc1,0,17,-2,-2,-18,5,-12,0,-3,-11,0
CC1C(=O)OC(c2ccc(Cl)cc2)C(C)(C)C1=O (stereo unspecified),-1,-14,1,-2,-1,10,-4,-13,7,-3,-5
COc1ccccc1Cn1c(CO)nc2ccccc21,-21,-13,-1,-8,-5,-22,5,4,-3,13,-7
CCCCN(C(=O)C1CCCO1)c1c(N)n(CC(C)C)c(=O)[nH]c1=O (stereo unspecified),-8,-8,-9,-9,4,1,-3,8,-8,-15,5
O=c1c2[nH]c3ccccc3c2ncn1CCN1CCCCC1,6,6,6,-4,-2,2,4,-2,-18,3,-1
O=C(CNS(=O)(=O)c1cccc(C(F)(F)F)c1)NC1CCCCCC1,20,12,3,-5,4,3,-12,0,8,-3,-7
Cc1ccc(NC(=O)Cc2ccc([N+](=O)[O-])cc2)c(Br)c1,-6,-40,-1,0,-3,-21,-31,2,-21,-41,0
COc1ccc(C(=O)Oc2c(CN3CCOCC3)cc(Cl)c3cccnc23)cc1,-5,-34,-5,-12,6,3,-9,5,10,13,-14
O=S(=O)(NC1CCCCC1Oc1ccccc1)c1ccccc1 (stereo unspecified),12,-4,0,-4,-2,11,13,-2,13,12,-9
Cc1nc(-c2ccccc2)[nH]c(=O)c1Oc1ccc(Cl)cc1Cl,-13,-1,-3,-4,-4,19,-8,-4,16,35,-8
CCOC(=O)c1[nH]c(C)c(C(=O)OCC(=O)Nc2sc3c(c2C#N)CCCCC3)c1C,9,-1,0,6,6,-66,-29,4,-26,13,2
O=C(COc1cccc(Br)c1)Nc1ccc(N2CCOCC2)cc1N1CCOCC1,-12,-3,-8,9,-1,-10,-4,8,-3,-22,7
Cc1ccc(NC(=O)NCCN2CCCCC2)cc1,-17,-2,-1,-11,12,-5,2,-19,17,-2,-2
O=C(CCN1C(=O)/C(=C/c2ccccc2)SC1=S)NNC(=O)c1ccncc1,12,-10,-3,-10,8,-15,6,-2,6,2,14
Clc1cc2c(nn1)Nc1ccccc1S2,-20,-57,0,11,-53,8,-33,1,-3,-30,8
Cc1ccc(-c2nnc(NCc3nc4ccccc4[nH]3)c3ccccc23)cc1S(=O)(=O)N(C)C,7,9,9,-12,-10,55*,25,-1,17,52*,-5
CCCCNC(=O)C1C(c2ccc(C(F)(F)F)cc2)=Nc2ccccc2N1C(=O)C1CCN(C(C)=O)CC1 (stereo unspecified),25,16,-3,/,/,/,-13,-4,/,/,-1
COc1ccc(S(=O)(=O)N2CCN(C(=O)N(C)C)C2C)cc1 (stereo unspecified),-9,7,-4,-7,-47,31,-2,6,0,1,-13
C=CC[C@@H](CC(=O)N(CCO)Cc1ccccc1)C(=O)NC[C@H](OC(=O)[C@@H](CC=C)CC(=O)OC(C)(C)C)c1ccccc1,25,25,22*,3,0,2,2,-2,30,-4,3
Cc1ccc(S(=O)(=O)N2CCC(=O)N(C(COCc3cccc(C)c3)Cc3ccccc3)CC2)cc1 (stereo unspecified),0,-15,0,-6,2,-13,10,8,8,-7,-3
CC(C(=O)NC(C)(C)C)N(C(=O)CS(=O)CC(=O)Nc1ccc(F)cc1)c1ccccc1F (stereo unspecified),6,34,2,7,8,-12,5,-1,5,17,-4
COC(=O)c1csc(C2OC(CO)C(O)C2O)n1 (stereo unspecified),-10,-4,-1,1,12,-11,17,-1,13,-1,-3
CC(C)Nc1nc(-c2cccnc2)nc(-c2ccc(Cl)cc2)c1C#N,3,9,6,-3,-8,-67,5,15,-1,-2,-22
S=C(NCCc1ccccc1)Nc1ccccn1,-39,-44,1,-3,-66,-29,-34,-2,-47,-34,-5
CCC(C)(C)NC(=O)C(C(C)C)N(CC1CCCO1)C(=O)CNS(=O)(=O)c1ccc(F)cc1 (stereo unspecified),-2,1,5,-3,-9,40,13,-23,8,7,-7
COc1cc(-c2c(C#N)c(N)nc3[nH]c(=S)[nH]c(=O)c23)ccc1O,12,-8,6,18,-6,15,-11,1,-13,-3,-7
O=C(COC(=O)CNC(=O)c1ccc(Cl)cc1Cl)NC(=O)NC1CCCCC1,3,-19,-15,3,-10,8,3,-1,6,-2,-13
CC(C)Sc1nnc(CNC(=O)C23CC4CC(CC(C4)C2)C3)n1Cc1ccccc1,-8,14,-1,-1,1,2,14,2,14,3,5
O=C(Nc1ccc(Oc2ccsc2C(=O)O)cc1)c1ccccc1,1,9,3,6,-12,4,-10,-6,12,6,0
CCn1cc(C(=O)N(C)c2ccc(OC)cc2)c2cc(OC)c(OC)cc2c1=O,1,8,-4,-1,15,-7,11,-7,8,13,-25
CN(C)C(CNC(=O)c1cc(S(=O)(=O)N(C)c2ccccc2)ccc1Cl)c1ccccc1 (stereo unspecified),8,8,0,-3,20,-3,10,4,5,14,0
CN(C)C(=O)c1nnc(Cc2ccc(Cl)cc2)o1,0,-9,2,-9,1,1,-12,5,6,-2,-7
Cc1ccc(S(=O)(=O)N2CC(O)CC2C(=O)NCc2ccc3c(c2)OCO3)cc1 (stereo unspecified),3,23,1,-4,-6,6,-5,-4,-3,-7,-3
Cc1cccc(NC(=O)C(C)Sc2nc3nc(C)cc(C)n3n2)c1 (stereo unspecified),-2,22,2,-17,-13,-2,-5,2,4,18,4
CCc1nc2c(OCc3ccccc3)cccn2c1N(Cc1ccccc1)C(C)=O,-13,15,-1,/,9,10,9,-1,-21,10,3
COc1ccc(C(O)c2nccc3cc(OC)c(OC)cc23)cc1OC (stereo unspecified),13,16,-3,9,0,-21,22,-2,-18,26,0

# Not all compounds are listed; the hit share may differ from the screen's.
